Compound activity deposited in PubChem by several laboratories.
Keap1-Nrf2 PPI: inhibitors of human Keap1-Nrf2 protein-protein interaction. Keap1 Kelch-Nrf2 peptide fluorescence polarization, 1536-well. inhibition, % at 9.4 µM. Q14145. 340,000 compounds, 0.15% hits; in the data active = inhibition above about 12%;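 note: human Keap1 Kelch domain with fluorescein labeled Nrf2 9mer peptide probe; 0% = neutral control wells and 100% = peptide positive control; higher means more block of Keap1 binding to Nrf2 peptide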
RTF Ca sens act: increases calcium sensitivity of human cardiac regulated thin filaments | P19429+P45379 | IANBD-labeled TnC RTF fluorescence at EC20 calcium; 0% EC20 calcium, 100% full calcium | activation, % at 7.2 µM | 340,000 compounds, 0.24% hits | AID 493008;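 active = activation above the mean over all tested compounds plus 3 SD, cut at about 30% in these data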;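 note: rise in fluorescence read as greater calcium sensitivity of cardiac thin filaments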
Rtt109 HAT inh: blocks Candida albicans Rtt109/Vps75 acetyltransferase activity. Q5AAJ8. purified Rtt109/Vps75, ThioGlo CoA-SH fluorescence, 4 h. inhibition, % at 34.9 µM. 330,000 compounds, 0.16% hits;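 active = inhibition of at least 50% in every replicate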
Target sequence (Q5AAJ8 whole entry, looked up): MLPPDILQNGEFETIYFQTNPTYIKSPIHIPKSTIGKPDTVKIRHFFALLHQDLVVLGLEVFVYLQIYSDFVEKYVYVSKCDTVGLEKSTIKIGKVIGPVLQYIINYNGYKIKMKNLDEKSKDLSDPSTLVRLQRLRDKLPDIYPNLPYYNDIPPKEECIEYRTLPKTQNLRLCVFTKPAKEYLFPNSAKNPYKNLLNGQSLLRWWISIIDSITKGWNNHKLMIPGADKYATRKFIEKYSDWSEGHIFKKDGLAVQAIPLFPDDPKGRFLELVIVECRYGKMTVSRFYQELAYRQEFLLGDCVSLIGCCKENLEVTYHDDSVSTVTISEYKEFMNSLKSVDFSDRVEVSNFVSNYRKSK
C-LANA FP: KSHV C-LANA DNA binding inhibition. MBP-C-LANA/FAM-LBS DNA binding, fluorescence polarization. inhibition, % at 9 µM. 340,000 compounds, 0.078% hits;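 active = highest replicate inhibition at or above 60% at 9 µM, even if other replicates fall short; inactive = all replicates below 60% inhibition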;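 note: 0% = neutral control wells and 100% = 4 µM acridine orange control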
PvdQ acylase: blocks Pseudomonas aeruginosa PvdQ acylase activity; purified PvdQ acylase, fluorescence plate reader; inhibition, % at 10 µM; 340,000 compounds, 0.063% hits; AID 488965; in the data active = inhibition above about 30%, passing the limit was not always enough;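 note: 0% = vehicle neutral wells and 100% = reference inhibitor wells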
PfHsp90 set2: reduces growth (ATP signal) of yeast expressing P. falciparum Hsp90. S. cerevisiae expressing PfHsp90, BacTiter-Glo ATP, 48 h; yeast lacking PDR1 and PDR3 efflux regulators. inhibition, % at 9.4 µM. 310,000 compounds, 0.32% hits;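 active = every replicate shows inhibition above about 80%, whatever the replicate mean, limit read from the data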;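 note: 0% = DMSO neutral controls and 100% = 20 µM radicicol positive controls; yeast relying on Plasmodium falciparum Hsp90 in place of its own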
CDK5 inh: CDK5/p35 (human) kinase inhibition; Recombinant CDK5/p35, ADP-Glo luminescence, 60 min; inhibition, % at 10 µM; 330,000 compounds, 0.01% hits; Q00535+Q15078; AID 488839;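 active = highest replicate inhibition of at least 50% and at least 75% of replicates reaching 50%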;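 note: plate controls were DMSO neutral control for no effect and GW8510 at 10 µM for full effect; many of its hits are not listed in these tables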
Target sequence (Q00535 whole entry, looked up): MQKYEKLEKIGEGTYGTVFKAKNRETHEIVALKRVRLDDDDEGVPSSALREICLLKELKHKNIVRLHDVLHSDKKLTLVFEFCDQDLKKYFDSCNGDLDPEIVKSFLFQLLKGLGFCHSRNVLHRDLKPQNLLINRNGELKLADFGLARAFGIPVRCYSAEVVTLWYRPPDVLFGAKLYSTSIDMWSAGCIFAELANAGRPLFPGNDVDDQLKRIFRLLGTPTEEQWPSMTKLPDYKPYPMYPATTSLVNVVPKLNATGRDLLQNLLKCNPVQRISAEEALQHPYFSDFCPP
Target sequence (Q15078 whole entry, looked up): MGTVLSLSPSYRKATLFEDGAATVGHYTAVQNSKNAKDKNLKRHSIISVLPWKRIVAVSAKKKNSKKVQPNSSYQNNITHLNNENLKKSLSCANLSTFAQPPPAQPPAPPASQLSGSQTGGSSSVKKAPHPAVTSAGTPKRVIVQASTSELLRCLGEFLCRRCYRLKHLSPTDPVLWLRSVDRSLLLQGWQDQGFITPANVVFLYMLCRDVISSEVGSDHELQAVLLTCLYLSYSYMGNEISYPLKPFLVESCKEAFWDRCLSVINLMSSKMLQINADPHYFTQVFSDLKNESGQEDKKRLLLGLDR
SUMO Mot1 rescue: blocks SUMOylation pathway, rescuing yeast Mot1-301 growth. AID 2716. growth rescue, % at 18.8 µM. S. cerevisiae Mot1-301 growth rescue, ATP luminescence, 38.5C; percent above DMSO median, 100 means doubled. 320,000 compounds, 1% hits;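 active = every valid replicate shows activation above 250% relative to neutral control wells; inactive = the rest, any valid replicate at or below 250%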;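 note: OY570 slx delta 5 strain wells were the positive control but not used for scaling; some compounds called inactive have numbers as strong as hits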
NSD2 HMT inh: NSD2 (human) methyltransferase inhibition. inhibition, % at 12.5 µM. O96028. 310,000 compounds, 0.54% hits. NSD2 peptide methylation, AlphaScreen, 120 min. AID 743445; in the data active = inhibition above about 50%
Cardiac RTF inh: cardiac RTF calcium desensitization; 340,000 compounds, 0.12% hits; P19429+P45379; inhibition, % at 7.15 µM; AID 493244; IANBD-labeled cardiac RTF, Ca2+ fluorescence;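 active = inhibition above the mean inhibition of all tested compounds plus 3 SD, cut at about 17% in these data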;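 note: assay run at fixed EC70 calcium of 1.6 mM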
dFosB act: activators of mouse delta FosB homodimer. purified delta FosB, TAMRA-CDK5 oligo fluorescence polarization; percent of positive-control signal above neutral wells. 340,000 compounds, 0.99% hits. P13346. AID 493131. activation, % at 25 µM;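 active = mean activation above about 17%, with every replicate also reaching it, limit read from the data, passing the limit was not always enough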;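 note: fluorescence polarization rise as delta FosB binds a TAMRA Cdk5 AP-1 oligo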
Starred values were filed as active, the others as inactive.

`O=C(O)CSc1ncn[nH]1` gave Keap1-Nrf2 PPI -1, RTF Ca sens act -5, Rtt109 HAT inh 33, C-LANA FP -2.0, PvdQ acylase 2, PfHsp90 set2 -8, CDK5 inh -1.0, SUMO Mot1 rescue -10, NSD2 HMT inh 3, Cardiac RTF inh -1 and dFosB act -1.
COc1ccc2[nH]c3c(=O)n(CCCN4CCOCC4)cnc3c2c1 was read as Keap1-Nrf2 PPI -2, RTF Ca sens act -4, Rtt109 HAT inh 14, C-LANA FP -0.9, PvdQ acylase 6, PfHsp90 set2 3, CDK5 inh -0.5, SUMO Mot1 rescue -4, NSD2 HMT inh -1, Cardiac RTF inh -4 and dFosB act -6.
Cc1ccc(Cl)c2sc(NC(=O)C3CC3)nc12 was read as Keap1-Nrf2 PPI -2, RTF Ca sens act 3, Rtt109 HAT inh 1, C-LANA FP 0.4, PvdQ acylase -1, PfHsp90 set2 4, CDK5 inh -0.2, SUMO Mot1 rescue 1, Cardiac RTF inh 0 and dFosB act 1.
For CC(C)CC(NC(=O)c1ccccc1)C(=O)N/N=C/c1ccco1 (stereo not given) the results were Keap1-Nrf2 PPI -8, RTF Ca sens act 1, Rtt109 HAT inh 17, C-LANA FP 0.8, PvdQ acylase -8, PfHsp90 set2 12, CDK5 inh -2.0, SUMO Mot1 rescue 155, NSD2 HMT inh 1, Cardiac RTF inh -3 and dFosB act -9.
`Cc1cn(C2OC(COC(=O)c3ccccc3)C(O)C2O)c(=O)[nH]c1=O` (stereo not given) gave Keap1-Nrf2 PPI -8, RTF Ca sens act 9, Rtt109 HAT inh 16, C-LANA FP 2.0, PvdQ acylase 10, PfHsp90 set2 4, CDK5 inh 1.7, SUMO Mot1 rescue 157, Cardiac RTF inh 0 and dFosB act -3.
Screening CN(C)C(C)(C)/C=C/C(O)(c1ccccc1)c1ccccc1 returned Keap1-Nrf2 PPI -7, RTF Ca sens act 2, Rtt109 HAT inh -4, C-LANA FP -2.3, PvdQ acylase -20, PfHsp90 set2 -12, CDK5 inh -3.0, SUMO Mot1 rescue -4, NSD2 HMT inh -1, Cardiac RTF inh 0 and dFosB act -2.
O=C(CCn1cnc2ccccc21)N/N=C/c1ccccc1O was read as Keap1-Nrf2 PPI 0, RTF Ca sens act -2, Rtt109 HAT inh -6, C-LANA FP 0.6, PvdQ acylase -10, PfHsp90 set2 5, CDK5 inh 1.9, SUMO Mot1 rescue 8, Cardiac RTF inh -2 and dFosB act -9.
`CCOC(=O)N=Nc1c(O)n(CC)c2ccccc12` gave Keap1-Nrf2 PPI -6, RTF Ca sens act 2, Rtt109 HAT inh -25, C-LANA FP 0.9, PvdQ acylase -6, PfHsp90 set2 -39, CDK5 inh 1.2, SUMO Mot1 rescue -18, NSD2 HMT inh 0, Cardiac RTF inh -2 and dFosB act 5.
`CSCCC(NC(=O)COc1ccccc1)C(=O)N1CCN(c2ccccc2F)CC1` (stereo not given) gave Keap1-Nrf2 PPI -2, RTF Ca sens act 10, Rtt109 HAT inh 3, C-LANA FP 1.4, PvdQ acylase -6, PfHsp90 set2 -37, CDK5 inh -2.8, SUMO Mot1 rescue -8, NSD2 HMT inh 3, Cardiac RTF inh -9 and dFosB act -9.
COC(=O)CC(=O)CSc1nc(C)cc(C)c1C#N was read as Keap1-Nrf2 PPI 1, RTF Ca sens act 13, Rtt109 HAT inh -4, C-LANA FP -2.9, PvdQ acylase -8, CDK5 inh 2.1, SUMO Mot1 rescue 3, Cardiac RTF inh -6 and dFosB act 1.
For CCOc1cc(N2CCOCC2)c(OCC)cc1NC(=O)C(C)C the results were Keap1-Nrf2 PPI -4, RTF Ca sens act 1, Rtt109 HAT inh 10, C-LANA FP -0.2, PvdQ acylase -6, PfHsp90 set2 16, CDK5 inh -1.3, SUMO Mot1 rescue 8, NSD2 HMT inh 19, Cardiac RTF inh 1 and dFosB act -9.
Screening COc1cc(/C=N/NC(=O)CNc2n[nH]c(=O)[nH]c2=O)ccc1OCc1ccccc1 returned Keap1-Nrf2 PPI 2, RTF Ca sens act -5, Rtt109 HAT inh 21, C-LANA FP -2.0, PvdQ acylase 3, PfHsp90 set2 2, CDK5 inh 0.6, SUMO Mot1 rescue -3, NSD2 HMT inh 1, Cardiac RTF inh -11 and dFosB act -5.
`O=C(CN(C(=O)CNC(=O)c1cccs1)c1ccc(F)cc1)NC1CCCCC1` gave Keap1-Nrf2 PPI 2, RTF Ca sens act -3, Rtt109 HAT inh -8, C-LANA FP 0.3, PvdQ acylase -6, PfHsp90 set2 12, CDK5 inh -0.9, SUMO Mot1 rescue 336, NSD2 HMT inh 0, Cardiac RTF inh 3 and dFosB act -11.
`O=C(NC(=S)NNC(=O)c1ccco1)c1ccc(Br)cc1` gave Keap1-Nrf2 PPI 3, RTF Ca sens act 2, Rtt109 HAT inh 0, C-LANA FP 0.0, PvdQ acylase -4, PfHsp90 set2 3, CDK5 inh 3.5, SUMO Mot1 rescue -17, NSD2 HMT inh 4, Cardiac RTF inh -1 and dFosB act 6.
For COc1ccc(N2CCN(C(=O)C3CCCN(S(=O)(=O)c4cccc5cccnc45)C3)CC2)cc1 (stereo not given) the results were Keap1-Nrf2 PPI -7, RTF Ca sens act 0, Rtt109 HAT inh 0, C-LANA FP 0.3, PvdQ acylase -9, PfHsp90 set2 8, CDK5 inh 0.1, SUMO Mot1 rescue -16, Cardiac RTF inh -4 and dFosB act -15.
`O=C(C1CCC(CNS(=O)(=O)c2ccc(F)cc2)CC1)N1CCOCC1` (stereo not given) gave Keap1-Nrf2 PPI 1, RTF Ca sens act 1, Rtt109 HAT inh 25, C-LANA FP 1.0, PvdQ acylase 12, PfHsp90 set2 0, CDK5 inh -1.0, SUMO Mot1 rescue 11, NSD2 HMT inh -2, Cardiac RTF inh -2 and dFosB act -4.
For COCCCNC(=O)COc1cc2c(c3oc(=O)c(C)c(C)c13)CCC(C)(C)O2 the results were Keap1-Nrf2 PPI -2, RTF Ca sens act -1, Rtt109 HAT inh -12, C-LANA FP -1.8, PvdQ acylase -21, PfHsp90 set2 16, CDK5 inh 0.3, SUMO Mot1 rescue 7, NSD2 HMT inh 0, Cardiac RTF inh 1 and dFosB act -4.
`COc1cc(C(=S)N2CCOCC2)cc(OC)c1OC(=O)c1ccc(F)cc1` gave Keap1-Nrf2 PPI -3, RTF Ca sens act 9, Rtt109 HAT inh 5, C-LANA FP 0.2, PvdQ acylase -6, PfHsp90 set2 -9, CDK5 inh -0.1, SUMO Mot1 rescue 25, NSD2 HMT inh 1, Cardiac RTF inh -16 and dFosB act -12.
Screening O=C1CCN2C=Nc3cccc4ccc1c2c34 returned Keap1-Nrf2 PPI 140*, RTF Ca sens act 703*, Rtt109 HAT inh -290, C-LANA FP 152*, PvdQ acylase 10, PfHsp90 set2 -5, CDK5 inh 7.3, SUMO Mot1 rescue -27, NSD2 HMT inh 115*, Cardiac RTF inh inactive and dFosB act -7.
C=CCOC(=O)C1=C[C@H](c2ccc(Br)cc2)C[C@H](OCCCCO)O1 was read as Keap1-Nrf2 PPI -3, RTF Ca sens act 0, Rtt109 HAT inh 5, C-LANA FP 3.1, PvdQ acylase -10, PfHsp90 set2 5, CDK5 inh -0.7, SUMO Mot1 rescue 12, Cardiac RTF inh 0 and dFosB act -11.
Screening Cc1nc(N)sc1-c1csc(Nc2ccc(S(N)(=O)=O)cc2)n1 returned Keap1-Nrf2 PPI -4, RTF Ca sens act 2, Rtt109 HAT inh 1, C-LANA FP 1.2, PvdQ acylase -21, PfHsp90 set2 -21, CDK5 inh -3.6, SUMO Mot1 rescue 5, NSD2 HMT inh 5, Cardiac RTF inh -9 and dFosB act -9.
Cc1ccc(S(=O)(=O)N(Cc2ccccc2)c2ccccc2C(=O)NCc2cccnc2)cc1 was read as Keap1-Nrf2 PPI 3, RTF Ca sens act -6, Rtt109 HAT inh 1, C-LANA FP 0.0, PvdQ acylase -7, PfHsp90 set2 -1, CDK5 inh 0.7, SUMO Mot1 rescue 5, NSD2 HMT inh -2, Cardiac RTF inh -1 and dFosB act 8.
`Cc1ccccc1CSc1ccc(S(=O)(=O)N2CCCC2)cn1` gave Keap1-Nrf2 PPI -1, RTF Ca sens act 6, Rtt109 HAT inh -1, C-LANA FP -1.5, PvdQ acylase -15, CDK5 inh -0.6, SUMO Mot1 rescue 36, NSD2 HMT inh -2, Cardiac RTF inh -5 and dFosB act -8.
CC(C)CC(=O)Nc1nnc(CCc2ccccc2)s1 was read as Keap1-Nrf2 PPI -3, RTF Ca sens act 7, Rtt109 HAT inh -12, C-LANA FP 1.2, PvdQ acylase -5, PfHsp90 set2 18, CDK5 inh -0.5, SUMO Mot1 rescue -4, NSD2 HMT inh -2, Cardiac RTF inh -12 and dFosB act -2.
For CC(C)(C)NC(=O)NC(=O)CN1CCN(Cc2ccccc2)CC1 the results were Keap1-Nrf2 PPI -6, RTF Ca sens act 7, Rtt109 HAT inh 0, C-LANA FP 0.3, PvdQ acylase -3, PfHsp90 set2 34, CDK5 inh 0.3, SUMO Mot1 rescue 13, NSD2 HMT inh -2, Cardiac RTF inh -7 and dFosB act -7.
For COc1ccc(OCC(=O)N2CCN(S(=O)(=O)c3ccc(Cl)cc3)CC2)cc1 the results were Keap1-Nrf2 PPI 3, RTF Ca sens act -3, Rtt109 HAT inh 5, C-LANA FP 2.1, PvdQ acylase 1, PfHsp90 set2 20, CDK5 inh 1.5, SUMO Mot1 rescue 28, NSD2 HMT inh -3, Cardiac RTF inh -3 and dFosB act 3.
Screening CCN(CC)CCN1C(=O)C(=O)/C(=C(/O)c2ccc(OC(C)C)cc2)C1c1ccncc1 (stereo not given) returned Keap1-Nrf2 PPI 4, RTF Ca sens act -4, Rtt109 HAT inh -3, C-LANA FP 0.9, PvdQ acylase -7, PfHsp90 set2 -6, CDK5 inh 1.5, SUMO Mot1 rescue 875, NSD2 HMT inh 1, Cardiac RTF inh -3 and dFosB act -6.
CC1=CC(=O)CC(C)(C)[C@@]1(O)/C=C/[C@@H](C)O[C@@H]1O[C@H](CO)[C@@H](O)[C@H](O)[C@H]1O was read as Keap1-Nrf2 PPI -1, RTF Ca sens act 2, Rtt109 HAT inh -2, C-LANA FP -0.3, PvdQ acylase 6, PfHsp90 set2 8, CDK5 inh 1.4, Cardiac RTF inh 9 and dFosB act 9.
`Cc1cc(NC(=O)CS(=O)(=O)Cc2ccccc2)no1` gave Keap1-Nrf2 PPI -3, RTF Ca sens act 14, Rtt109 HAT inh 1, C-LANA FP 0.7, PvdQ acylase -10, PfHsp90 set2 -56, CDK5 inh 0.2, SUMO Mot1 rescue 2, NSD2 HMT inh -3, Cardiac RTF inh -6 and dFosB act -2.
For COc1ccc(CCNC(=O)CCCCCNc2nc(=S)[nH]c3ccccc23)cc1OC the results were Keap1-Nrf2 PPI -5, RTF Ca sens act -8, Rtt109 HAT inh -4, C-LANA FP -1.5, PvdQ acylase -3, PfHsp90 set2 -7, CDK5 inh 0.4, SUMO Mot1 rescue 147, NSD2 HMT inh -3, Cardiac RTF inh 3 and dFosB act -5.
